Screening results from PubChem.
Htt clearance – compounds clearing mutant huntingtin protein | inhibition, % at 1.5 µM | AID 853 | HeLa Exon1htt(103Q)mCFP, aggregate imaging; zero = plate's median compound well | hit rate 0.42% among 47,000;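 active = inhibition of aggregate fluorescence above about 70%, also judged a hit by eye on the cell image, limit read from the data, passing the limit was not always enough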;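 also: cells exposed to compound for three days before fixation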
Htt clearance grain fraction – recorded beside Htt clearance, whose call it bears; fraction fluorescence in grains; measured here: aggregate grain fluorescence fraction; active compounds read low;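 scaled fraction of total cell fluorescence in grains with unit not stated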
An asterisk follows results filed as active. The list is partial; rates above refer to the full screens.

SMILES | Htt clearance | Htt clearance grain fraction
CC1(C)CC(=O)c2c(nn(-c3ccccc3)c2N)C1 | 5 | 34
Cc1cccnc1NC1(C(F)(F)F)N=C(c2ccccc2)NC1=O (centres undefined) | 28 | 22
O=C(O)c1ccc(CSCc2c(F)cccc2Cl)o1 | -32 | 44
CCOC(=O)Cc1c[nH]c2ccccc12 | -84 | 35
CCCS(=O)(=O)N1CCCC(C(=O)NCCCOCC)C1 (centres undefined) | -17 | 24
COc1ccc(CC(=O)N2CCN(C(=O)Cc3ccc(OC)cc3)CC2)cc1 | -106 | 38
CCCOC(=O)C1=C(C)NC2=C(C(=O)CCC2)C1c1ccc(N(C)C)cc1 (centres undefined) | -46 | 51
CC1(C)CC(=O)C(C=NCC2CCN(C(=O)Nc3ccc(Cl)c(Cl)c3)CC2)=C(O)C1 | 43 | 24
Cc1ccc(C(=O)CSc2nc3ccccc3c(=O)n2-c2ccccc2)s1 | 28 | 31
Cc1ccc(C(=O)c2coc3c2C(=O)C(=O)c2ccccc2-3)cc1 | 11 | 18
O=C(CCN1C(=O)c2ccccc2C1=O)Oc1ccc2ccccc2c1 | -20 | 52
CCCCn1cnc2c1c(=O)n(C)c(=O)n2C | 16 | 39
CC(C)c1ccc(NC(=O)NC2CCCCC2)cc1 | 54 | 8.5
CCCn1c(SCC(=O)Nc2cc(Cl)ccc2OC)n[nH]c1=O | -49 | 27
O=C(COn1nnc2ccc(C(F)(F)F)cc21)Nc1nnc(-c2ccccc2)o1 | -15 | 22
O=S(=O)(c1ccc(F)cc1)N1CCN(c2ccccc2)CC1 | 26 | 14
C=CCC(O)(CCN1CCCCC1)c1ccccc1 (centres undefined) | -27 | 26
CCOC(=O)c1nn(-c2ccccc2)c(C#N)c1NC(=O)c1nn(CC)cc1Br | 21 | 13
O=C(O)c1ccc(COc2ccc(Cl)cc2)o1 | -102 | 38
COc1ccc(S(=O)(=O)N(CC(=O)NCc2ccco2)c2ccccc2)cc1OC | -52 | 29
Cc1ccccc1N1CCN(c2ncnc3scc(-c4cccs4)c23)CC1 | -33 | 50
Cc1onc(-c2c(F)cccc2Cl)c1C(=O)N1CCCc2ccccc21 | -6 | 32
COc1ccc(OC)c(NC(=O)CS(=O)(=O)Cc2nc(-c3ccccc3C)oc2C)c1 | -7 | 36
Cc1cc(C)nc(SCC(=O)N/N=C/c2cccn2-c2ccc(O)cc2)n1 | 20 | 16
Cn1c(=O)c2c(ncn2Cc2cccc(Cl)c2)n(C)c1=O | -38 | 47
Cc1cc(C)c2cc(C#N)c(NCCOC(=O)c3ccccc3C)nc2c1 | 7 | 29
COc1ccc(OC)c(C(C)NC(C)=O)c1 (centres undefined) | -14 | 39
CCCC(c1nnnn1C(C)(C)CC)N(CCCO)Cc1cc2cc(C)cc(C)c2[nH]c1=O (centres undefined) | -3 | 36
COc1cccc(-n2c(C)nc3c(cnn3-c3ccc(Cl)cc3)c2=O)c1 | -4 | 19
CC(C)OCCCn1c(=N)c(C(N)=S)cc2c(=O)n3ccccc3nc21 | -30 | 46
Cc1ccc(C(C)C)c(OCCn2c(=O)oc3ccccc32)c1 | 41 | 27
Cc1ccc(C)c(S(=O)(=O)C(C#N)c2nc3ccccc3nc2N2CC(C)OC(C)C2)c1 (centres undefined) | -72 | 34
COc1ccccc1C(=O)N1CCN=C1SCc1cccnc1 | -16 | 22
CCOC(=O)COc1ccc(S(=O)(=O)NCc2ccncc2)cc1 | 8 | 16
CCCS(=O)(=O)N1CCCC(C(=O)NCCCN2CCN(c3ccc(F)cc3)CC2)C1 (centres undefined) | -12 | 23
CCc1ccc(C(=O)N2CCC(c3nc4ccccc4s3)CC2)cc1 | -6 | 42
CCCC(=O)NC(C)C(c1cccs1)N1CCN(c2ccccc2)CC1 (centres undefined) | 25 | 15
Cc1ccc(SCCC(=O)N2CCCC2)cc1 | 13 | 14
CCOC(=O)C1CCN(C(=O)Cn2cc(C#N)c3ccccc32)CC1 | -66 | 27
N#Cc1c(NCCCO)nc(-c2ccccc2)c2c1CCCC2 | 37 | 25
CC1CC2(CCCCC2)N2C(=O)C(=O)c3cccc1c32 (centres undefined) | -43 | 56
O=CNCCCc1nc2ccccc2n1Cc1cccc2ccccc12 | 11 | 21
c1ccc(-c2nc(C3CCCCC3)no2)cc1 | 20 | 14
C=CCc1ccc(OCCOCCOc2ccccc2[N+](=O)[O-])c(OC)c1 | -27 | 39
Cn1c(C(=O)N2CCCc3ccccc32)cc2sccc21 | 4 | 34
CCN(CC)C(=O)Cn1c(=O)n(C)c2ccccc21 | 26 | 18
COc1ccc(CNC(=O)c2ccc(CN3CCOCC3)cc2)cc1 | -61 | 31
O=S(=O)(c1ccc(-c2ccccc2)cc1)N1CCOCC1 | 54 | 8.7
COc1ccc(-n2nnnc2SCC(=O)c2ccc3c(c2)OCCO3)c(OC)c1 | 8 | 17
CN(C)S(=O)(=O)N(CC(=O)Nc1ccccc1)c1ccccc1 | 20 | 16
CCC(NC(=O)NCc1ccc2c(c1)OCO2)(C(F)(F)F)C(F)(F)F | -20 | 25
c1ccc(-c2cc(-c3nc(-c4ccccn4)no3)c3ccccc3n2)cc1 | 23 | 13
O=C(O)CCn1nnc(-c2cccs2)n1 | -72 | 63
CN1CCN(C(c2cccnc2)c2ccc3cccnc3c2O)CC1 (centres undefined) | -33 | 54
CCC(=O)Nc1ccc(Cl)c(NC(=O)c2cccnc2)c1 | -17 | 23
CC(C)(C)CC(=O)Nc1nnc(C(F)(F)F)s1 | -74 | 34
CCn1c(CNc2ccc(F)cc2)nnc1SCCN1CCCCC1 | 20 | 29
CCc1nnc(NC(=O)CSc2ncc(-c3ccccc3)n2C)s1 | -9 | 38
Clc1cccc(Cl)c1CO/N=C/c1c(-c2ccccc2)nc2n1CCS2 | 5 | 36
Cc1cc(/N=C/N(C)C)on1 | 20 | 16

30 neighbouring compounds from above:
SMILES | Htt clearance | Htt clearance grain fraction
Cc1ccc(C(C)C)c(OCCn2c(=O)oc3ccccc32)c1 | 41 | 27
Cc1ccc(C)c(S(=O)(=O)C(C#N)c2nc3ccccc3nc2N2CC(C)OC(C)C2)c1 (centres undefined) | -72 | 34
COc1ccccc1C(=O)N1CCN=C1SCc1cccnc1 | -16 | 22
CCOC(=O)COc1ccc(S(=O)(=O)NCc2ccncc2)cc1 | 8 | 16
CCCS(=O)(=O)N1CCCC(C(=O)NCCCN2CCN(c3ccc(F)cc3)CC2)C1 (centres undefined) | -12 | 23
CCc1ccc(C(=O)N2CCC(c3nc4ccccc4s3)CC2)cc1 | -6 | 42
CCCC(=O)NC(C)C(c1cccs1)N1CCN(c2ccccc2)CC1 (centres undefined) | 25 | 15
Cc1ccc(SCCC(=O)N2CCCC2)cc1 | 13 | 14
CCOC(=O)C1CCN(C(=O)Cn2cc(C#N)c3ccccc32)CC1 | -66 | 27
N#Cc1c(NCCCO)nc(-c2ccccc2)c2c1CCCC2 | 37 | 25
CC1CC2(CCCCC2)N2C(=O)C(=O)c3cccc1c32 (centres undefined) | -43 | 56
O=CNCCCc1nc2ccccc2n1Cc1cccc2ccccc12 | 11 | 21
c1ccc(-c2nc(C3CCCCC3)no2)cc1 | 20 | 14
C=CCc1ccc(OCCOCCOc2ccccc2[N+](=O)[O-])c(OC)c1 | -27 | 39
Cn1c(C(=O)N2CCCc3ccccc32)cc2sccc21 | 4 | 34
CCN(CC)C(=O)Cn1c(=O)n(C)c2ccccc21 | 26 | 18
COc1ccc(CNC(=O)c2ccc(CN3CCOCC3)cc2)cc1 | -61 | 31
O=S(=O)(c1ccc(-c2ccccc2)cc1)N1CCOCC1 | 54 | 8.7
COc1ccc(-n2nnnc2SCC(=O)c2ccc3c(c2)OCCO3)c(OC)c1 | 8 | 17
CN(C)S(=O)(=O)N(CC(=O)Nc1ccccc1)c1ccccc1 | 20 | 16
CCC(NC(=O)NCc1ccc2c(c1)OCO2)(C(F)(F)F)C(F)(F)F | -20 | 25
c1ccc(-c2cc(-c3nc(-c4ccccn4)no3)c3ccccc3n2)cc1 | 23 | 13
O=C(O)CCn1nnc(-c2cccs2)n1 | -72 | 63
CN1CCN(C(c2cccnc2)c2ccc3cccnc3c2O)CC1 (centres undefined) | -33 | 54
CCC(=O)Nc1ccc(Cl)c(NC(=O)c2cccnc2)c1 | -17 | 23
CC(C)(C)CC(=O)Nc1nnc(C(F)(F)F)s1 | -74 | 34
CCn1c(CNc2ccc(F)cc2)nnc1SCCN1CCCCC1 | 20 | 29
CCc1nnc(NC(=O)CSc2ncc(-c3ccccc3)n2C)s1 | -9 | 38
Clc1cccc(Cl)c1CO/N=C/c1c(-c2ccccc2)nc2n1CCS2 | 5 | 36
Cc1cc(/N=C/N(C)C)on1 | 20 | 16

More structures follow:
SMILES | Htt clearance | Htt clearance grain fraction
CCOc1cccc(-c2nnc(SCC(=O)Nc3ccc(OC)c(OC)c3)n2N)c1 | 6 | 38
O=C(Nc1ccccc1C(=O)N1CCOCC1)C1CC(=O)N(C2CCCC2)C1 (centres undefined) | 5 | 17
Cc1nc(-c2cccc(N)c2)cs1 | -4 | 32
CC1=C(C(=O)N2CCCCC2)C2(CCC(C)CC2)OC1=O (centres undefined) | -45 | 45
CCn1c(SCc2nnc(-c3ccccc3)o2)nnc1-c1ccc(S(=O)(=O)N2CCCC2)cc1 | -82 | 38
O=C(c1cnccn1)N1CCN(C/C=C/c2ccccc2)CC1 | -1 | 37
CCOC(=O)N1CCN(C(=O)CCn2nc(-c3ccccc3)ccc2=O)CC1 | -3 | 38
CCOC(=O)C(C)Oc1ccc(C2NC(=O)NC(C)=C2C(C)=O)cc1Br (centres undefined) | -1 | 17
CN(C)c1ccc(C2NCCS2)cc1 (centres undefined) | -24 | 50
COC(=O)c1ccc(NC(=O)CN(C)S(=O)(=O)c2ccc(OC)c(C)c2)cc1 | -29 | 48
CNS(=O)(=O)c1cccc(C(=O)OC2CCCCC2=O)c1 (centres undefined) | 27 | 15

For reference, some entries already given.
SMILES | Htt clearance | Htt clearance grain fraction
COC(=O)c1ccc(NC(=O)CN(C)S(=O)(=O)c2ccc(OC)c(C)c2)cc1 | -29 | 48
CNS(=O)(=O)c1cccc(C(=O)OC2CCCCC2=O)c1 (centres undefined) | 27 | 15
